Screens as filed in PubChem BioAssay.
TNF necrop inh – inhibitors of TNF-alpha triggered necroptosis, primary screen, cell-based, Jurkat FADD-/-, single concentration; actives 0.068% (n = 220,000); Jurkat FADD-/- TNF necroptosis rescue, ATP luminescence, 24 h; 0 = TNF only, 100 = no-TNF cells; AID 463075, 2010; activation (protection from cell death), % at 10 µM;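 active = activation, meaning protection from cell death, of at least 50% relative to plate controls; inactive = activation below 50%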;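 note: necroptosis triggered by 40 ng/mL TNF-alpha added together with compound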
TRPML3 ag – human TRPML3 channel agonists, primary screen, cell-based, HEK293 TRPML3-YFP, Fluo-8 calcium fluorescence, 3 µM. 100% = the carbachol control signal. Mucolipin-3 (Homo sapiens), Q8TDD5. activation, % at 3 µM. actives 0.29% (n = 220,000);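 active = activation above its plate's cutoff, the mean activation of the plate's test wells plus 3 SD, cut at about 12% in these data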;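 note: 0% = DMSO only wells and 100% = carbachol wells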
Target sequence (Q8TDD5 whole entry, looked up): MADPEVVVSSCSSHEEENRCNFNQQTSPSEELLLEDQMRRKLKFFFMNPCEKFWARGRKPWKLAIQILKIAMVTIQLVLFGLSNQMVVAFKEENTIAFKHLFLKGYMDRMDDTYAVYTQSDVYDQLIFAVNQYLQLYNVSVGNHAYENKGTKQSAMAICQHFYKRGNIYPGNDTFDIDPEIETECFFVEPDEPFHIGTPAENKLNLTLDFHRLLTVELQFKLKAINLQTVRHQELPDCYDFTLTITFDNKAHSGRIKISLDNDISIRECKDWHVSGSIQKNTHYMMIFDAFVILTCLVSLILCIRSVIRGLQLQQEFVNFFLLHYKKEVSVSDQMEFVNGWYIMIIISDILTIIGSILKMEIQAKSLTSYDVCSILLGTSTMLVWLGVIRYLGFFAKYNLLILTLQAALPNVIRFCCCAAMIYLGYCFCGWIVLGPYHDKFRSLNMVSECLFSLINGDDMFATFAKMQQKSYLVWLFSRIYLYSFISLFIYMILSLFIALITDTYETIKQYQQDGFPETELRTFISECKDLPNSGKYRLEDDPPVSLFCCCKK
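Material: HEK293 cells stably carrying human TRPML3-YFP; compound dosing: single dose, 3 µM final nominal compound, 0.3% DMSO final; incubation: 1-h 37 °C dye load, 5-s basal, 120-s post-compound reads; technique: Fluo-8 intracellular calcium fluorescence, excitation 470-495 nm, emission 515-575 nm; read-out basis: percent activation from peak-to-basal fluorescence ratio, scaled between DMSO and carbachol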
RBBP9 inhibitor – human RBBP9 inhibitors, primary screen, biochemical, fluorescence polarization, FP-Rh probe, HTS. Serine hydrolase RBBP9 (Homo sapiens), O75884. recombinant RBBP9. inhibition, % at 7.94 µM. actives 0.2% (n = 220,000);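 active = inhibition above the campaign mean of all tested compounds plus 3 SD, cut at about 14% in these data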;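 note: plate controls were DMSO wells with RBBP9 for no effect and wells lacking RBBP9 protein for full effect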
Target sequence (O75884 whole entry, looked up): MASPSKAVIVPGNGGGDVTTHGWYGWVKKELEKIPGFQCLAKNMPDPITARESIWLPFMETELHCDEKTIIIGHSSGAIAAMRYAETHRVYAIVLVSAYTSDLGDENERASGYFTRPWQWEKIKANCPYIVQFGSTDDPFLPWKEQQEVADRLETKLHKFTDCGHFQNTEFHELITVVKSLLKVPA
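Test system: recombinant human RBBP9. Quantity: 2.5 µM RBBP9 dispensing solution, before mixing. Detection: FP readout at 525/598 nm. Reagent: Serine-hydrolase probe FP-Rh, 375 nM pre-mixing. Measure: % inhibition. Control set: DMSO-treated enzyme wells and wells lacking RBBP9. Buffer or medium: Tris-NaCl-Pluronic buffer, pH 8.0. Times: preincubation 30 min plus labeling 45 min at 25 °C.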
Wee1 degr inh – Wee1 degradation inhibitors, primary screen, cell-based, HeLa, Wee1K328M-luciferase, luminescence; Wee1-like protein kinase (Homo sapiens), P30291; HeLa Luc-Wee1K328M stability; 100% = proteasome inhibitor MG132 effect; actives 1.2% (n = 220,000); AID 1321, 2008; reporter increase, % at 5 µM;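 active = activation above the mean of all tested compounds plus 3 SD, set per screening run, cut at about 8.8% in these data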;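 note: cells exposed to compound for 20 h before luminescence read; 0% = DMSO alone and 100% = MG132 at 30 µM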
zfTRPN1 agonist – zebrafish TRPN1 channel agonists, primary screen, cell-based, HEK293, calcium fluorescence; HEK293 zebrafish TRPN1-YFP, Fluo-8 calcium fluorescence; 100% = response to 87 µM carbachol; activation, % at 3 µM; actives 0.18% (n = 220,000); AID 1424, 2008;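 active = activation above its plate's cutoff, the mean activation of test wells on that plate plus 3 SD, cut at about 19% in these data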;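 note: 0% = DMSO alone and 100% = 87 µM carbachol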
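Material: zebrafish TRPN1-YFP in HEK293 cells. Doses: one dose of 3 µM, 0.3% DMSO. Incubation: dye 1 h 37 °C plus 30 min RT. Measured by: intracellular calcium fluorescence with Fluo-8.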
CHOP inhibitor – inhibitors of CHOP promoter induction, primary screen, cell-based, unfolded protein response, luciferase reporter. CHO-K1 CHOP-promoter luciferase, tunicamycin-induced, 15-18 h. actives 3.8% (n = 220,000). inhibition, % at 10 µM;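 active = compounds that reduced the stress-induced luciferase reporter signal by more than about 70% of percent inhibition, limit read from the data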;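 note: 0% = tunicamycin plus vehicle and 100% = wells without tunicamycin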
Ba/F3 V617F tox – reduced viability of JAK2V617F-dependent Ba/F3 cells, primary screen, JAK2V617F inhibitor project, cell-based, Ba/F3 EpoR-JAK2V617F, luminescence; ATP luminescence; inhibition, % at 5.6 µM; actives 1.1% (n = 220,000); AID 1446, 2008;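 active = inhibition above the campaign mean plus 3 SD over all tested compounds, cut at about 24% in these data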;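 note: cytokine-independent growth of Ba/F3 cells driven by EpoR plus mutant JAK2; 0% = DMSO-treated cells and 100% = JAK inhibitor I control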
PPC-1+TRAIL kill – compounds killing PPC-1 cancer cells with TRAIL present, primary screen, TRAIL potentiator project, ATPLite luminescence, uHTS. PPC-1 cells + TRAIL, ATPLite viability luminescence. cell killing (% activity), % at 4 µM. actives 0.41% (n = 220,000);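 active = cell killing above 50% in the first pass at 4 µM, then a duplicate retest at 5 µM averaging 50% or more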;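 note: plate controls were cells with TRAIL plus DMSO for no effect and medium-only wells lacking cells for full effect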
BaF3 tox – parental Ba/F3 cell viability inhibition, counter-screen for JAK2V617F inhibitor project, murine pro-B, CellTiter-Glo luminescence. inhibition, % at 5.6 µM. AID 1486, 2009. CellTiter-Glo ATP luminescence. actives 1.1% (n = 220,000);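 active = inhibition above a per-campaign cutoff, the mean inhibition of all tested compounds plus 3 SD, cut at about 27% in these data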;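 note: 0% = DMSO wells and 100% = JAK Inhibitor I control wells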
* marks the source's active call; other numbers are inactive results.

SMILES	TNF necrop inh	TRPML3 ag	RBBP9 inhibitor	Wee1 degr inh	zfTRPN1 agonist	CHOP inhibitor	Ba/F3 V617F tox	PPC-1+TRAIL kill	BaF3 tox
Brc1cc2c(cc1COc1ccc(-c3nn[nH]n3)cc1)OCO2	-1.5	0.5	-1.5	-0.2	1.6	-19.3	0.3	24.8	5.3
O=C(NC(=S)NCc1ccc(F)cc1)c1ccccc1	-0.9	-0.1	-1.9	-2.0	-1.9	4.4	3.8	9.5	3.0
Cc1nnc2n(c1=O)C(CS(=O)(=O)c1ccccc1)CS2 (centres undefined)	-0.2	0.3	-0.1	6.7	1.1	40.6	3.4	11.0	1.3
O=c1cc(O)c2c(=O)n(-c3ccccc3)c3ccccc3c2o1	-1.5	0.8	-0.1	-0.8	-0.7	-2.6	-0.4	0.3	6.0
O=C(NNC(=O)C12CC3CC(CC(C3)C1)C2)c1cnccn1	0.7	0.5	3.4	-0.6	-1.9	17.6	-6.1	24.7	1.1
COC1(OC)N=C(N)C2(C#N)C(c3ccc(C)cc3)C12C#N (centres undefined)	-2.1	0.1	-3.6	1.1	0.4	-1.6	-4.6	-9.3	7.5
O=C(COC(=O)CCOc1ccccc1)Nc1ncc(Cl)cc1Cl	1.1	0.1	0.5	3.9	-0.9	-2.0	-2.1	1.3	4.2
O=C(OC1CCCCC1)c1ccc(NC(=O)C2CCCCC2)cc1	4.0	0.8	-6.5	-1.6	0.7	56.8	-1.1	-2.5	3.2
COC(=O)c1ccc(C2/C(=C(\O)c3cccc(OC)c3)C(=O)C(=O)N2CCCN2CCOCC2)cc1 (centres undefined)	0.6	0.7	-6.0	-2.0	-0.2	1.9	-3.5	13.6	-4.0
O=[N+]([O-])c1cc(Cl)c(O)c2ncccc12	0.6	-1.0	5.5	1.8	1.1	27.8	0.6	-6.2	6.0
O=C(O)C1CCC(Cn2c(SCc3cc(=O)n4cc(Br)ccc4n3)nc3ccsc3c2=O)CC1 (centres undefined)	-1.6	-0.2	-4.1	1.4	0.0	32.1	4.4	5.6	3.4
O=C(N/N=C/c1ccc(N2CCCC2)c([N+](=O)[O-])c1)c1cccnc1	0.5	-0.3	5.2	2.5	1.8	-5.9	0.0	1.1	8.7
CC1CCCC(C)N1CCNC(=O)Cn1nc(-c2ccccc2)ccc1=O (centres undefined)	-2.3	-0.1	7.9	-2.1	1.3	16.2	-2.5	10.5	1.9
CCOC(=O)N1CCN(S(=O)(=O)c2cc(OCC(N)=O)c(C)cc2Cl)CC1	-0.1	0.9	-5.5	2.4	-1.4	-10.7	-3.1	7.1	-1.8
O=C(COC(=O)C1CCN(C(=O)c2ccc(Cl)cc2)CC1)c1ccco1	0.2	-0.1	-2.9	-2.8	0.1	36.0	0.7	-5.4	1.4
O=C(CSc1nc(Nc2ccccc2)nc(N2CCOCC2)n1)N1CCc2ccccc21	2.1	0.8	-5.3	-1.8	1.9	1.1	-0.3	16.4	4.4
CCn1cc(C(=O)Nc2ccc(-n3cnnn3)c(OC)c2)c(=O)c2ccc(C)nc21	-4.3	0.6	-14.9	1.9	0.4	21.1	3.2	-31.4	2.5
COc1ccc(-n2nnnc2SCC(=O)c2cccc(OC)c2)cc1	-0.6	-0.1	-2.0	-3.1	0.2	1.0	5.2	31.3	6.3
CCOc1cc(NC(=O)C2CC2)c(OCC)cc1NC(=O)CCn1nnc2ccccc21	0.6	0.4	-3.9	0.0	1.0	13.2	-2.1	9.5	3.9
CCOC(=O)c1cnc2c(cnn2C)c1NCCCn1ccnc1	0.8	0.6	1.1	1.1	1.2	10.7	-1.7	-7.0	5.4
Cc1c(NC(=O)c2ccc(-c3ccccc3)cc2)cccc1C(=O)O	0.8	0.8	-4.6	-4.9	1.1	16.9	-1.4	13.2	-2.2
Fc1ccc(CN2C3=NCCCN3c3ccccc32)cc1	3.2	1.1	6.4	-0.5	-0.1	-16.1	-5.2	25.9	4.7
CCN(CC)C(=O)CSc1ncnc2sc(-c3ccccc3)cc12	-1.1	0.8	0.8	1.5	1.6	-0.1	0.6	20.8	2.8
Cc1csc2ncnc(N3CCN(C(=S)Nc4ccc(F)cc4F)CC3)c12	-5.9	2.7	-1.8	-1.6	12.9	28.0	3.6	10.2	0.9
Cc1cccc(N2CCN(C(=O)Cc3ccc(-n4c(=O)[nH]c5ccsc5c4=O)cc3)CC2C)c1 (centres undefined)	1.7	0.3	-5.5	0.2	0.0	10.0	0.4	-13.6	4.3
SMILES	TNF necrop inh	TRPML3 ag	RBBP9 inhibitor	Wee1 degr inh	zfTRPN1 agonist	CHOP inhibitor	Ba/F3 V617F tox	PPC-1+TRAIL kill	BaF3 tox
CCCCS(=O)CC(O)COCC (centres undefined)	0.1	1.3	-7.8	1.4	0.6	-21.7	-3.1	-3.4	0.7
O=C(NCCc1csc(-c2cccnc2)n1)c1ccccc1	0.1	0.7	-0.5	-0.6	-0.1	0.8	3.1	34.1	4.5
COc1ccccc1-c1nc(COc2ccc(Cl)cc2Cl)no1	-0.9	0.2	-12.5	2.9	-0.7	-14.5	-1.7	12.2	1.0
Cc1cc(Nc2ccccc2C(=O)O)n(-c2ccc([N+](=O)[O-])cc2)n1	-0.7	-0.6	-21.5	3.0	-1.8	11.8	-1.5	1.4	4.3
CN(C)c1c(-c2ccccc2)cc(-c2ccccc2)[nH]c1=O	3.1	0.2	1.6	-0.8	-0.6	-80.6	-1.9	8.8	-6.7
Cc1cccc(CSc2nc3c(c(=O)n2C)SCC3)c1	-2.8	0.4	4.0	1.8	0.1	16.1	4.4	-8.8	3.5
COc1ccc(/C=N/NC(=O)C(C)Sc2ccccn2)cc1[N+](=O)[O-] (centres undefined)	-1.8	0.8	-7.6	-1.8	1.8	8.0	0.3	-6.3	3.3
CC1=CC2(C#N)C3(N=C(N)C2(C#N)C(c2ccccc2)N1)OCCO3 (centres undefined)	-2.9	0.1	-1.6	-1.0	4.5	-5.8	-3.8	-2.3	-0.1
CCC(=O)NC(Nc1sc2c(c1C(=O)OC)CCC2)C(Cl)(Cl)Cl (centres undefined)	2.6	-0.3	-11.3	4.6	-1.8	43.3	2.9	7.3	4.9
Cc1ccccc1NC(=O)CSc1nc(Nc2ccccc2)nc(N2CCOCC2)n1	4.2	1.1	-7.1	-1.7	0.0	58.4	-3.6	3.0	-0.3
O=C(NNC(=O)c1ccccc1Cl)c1cccs1	-2.3	1.1	-5.8	1.9	0.2	-42.6	-3.8	14.3	5.6
Cc1ccccc1OCc1nc2ccccc2c(=O)n1/N=C/c1cn[nH]c1-c1ccc(Br)cc1	2.8	0.4	-3.5	2.8	1.1	21.3	2.5	29.5	3.1
CN1CCC(N(C)C(=S)Nc2ccc(SC(F)F)cc2)CC1	3.9	1.1	-0.3	-0.2	-0.2	10.6	1.5	16.8	10.8
O=c1c(N=Nc2ccc(O)cc2)c(-c2ccccc2)[nH]n1-c1ccc([N+](=O)[O-])cc1	-1.2	0.8	-9.3	0.6	0.9	56.0	2.4	-18.9	4.4
COc1cccc(CNC(=S)NC2CCCC2)c1	0.4	-0.4	-14.9	-0.4	1.4	9.0	5.2	11.1	5.5
O=C(NCCO)c1ccc2[nH]c3c(c2c1)CCCC3	0.9	0.5	7.8	-2.4	-0.1	5.1	-0.8	15.2	3.9
Cc1ccc(S(=O)(=O)N2CCN(C(=O)N3CCOCC3)C2C)cc1 (centres undefined)	-0.9	0.6	8.0	0.6	0.5	-8.2	-2.1	0.8	4.5
Cc1cccc(N2C(=N)SCC2=O)c1C	0.9	0.8	-3.9	0.3	-0.2	21.8	-3.0	6.1	-0.4
CCOC(=O)c1[nH]c2cc(OC)c(OC)cc2c1NC(=O)CN1CCN(c2ccc(OC)cc2)C(C)C1 (centres undefined)	-3.4	0.1	3.4	-3.2	1.3	15.9	5.7	-4.6	8.6
COc1ccc(OC)c(C2C(C(C)=O)=C(O)C(=O)N2CCN2CCOCC2)c1 (centres undefined)	0.4	0.9	-0.7	-0.4	0.0	-3.3	-2.8	24.4	-2.2
Clc1nc(-c2ccccn2)nc2scc(-c3ccccc3)c12	-2.0	-0.4	-0.3	1.8	-1.6	35.1	-1.3	71.5*	7.8
Nc1nc(SCC(=O)c2ccc(F)cc2)n[nH]1	0.5	0.2	-13.4	-1.2	0.1	-0.7	-2.8	13.7	2.5
Cc1ccc2nc(C)cc(Nc3ccc4c(c3)OCCO4)c2c1	2.6	-0.3	-5.3	-0.7	-2.1	8.6	-1.3	11.3	1.0
COCCn1c(Sc2ccc(C)cc2)nc2c1c(=O)[nH]c(=O)n2C	-1.5	0.2	-7.8	0.5	0.7	9.1	-1.9	16.2	2.2
CCCCCCC(=O)Nc1nc(C)c(-c2csc(Nc3ccccc3OC)n2)s1	7.1	0.8	-4.0	-2.3	-0.5	46.4	-2.7	18.0	2.0
O=C1c2ccc3c4c(ccc(c24)C(=O)N1c1ccc(O)cc1)C(=O)N(c1ccc(O)cc1)C3=O	0.4	0.5	-1.1	-3.7	0.4	29.7	-5.5	-6.7	3.5
CCOC(=O)CN1C(=O)C(=O)c2cccc(C)c21	-3.8	-0.5	-8.0	-0.9	0.3	12.3	-6.1	10.7	-2.7

Looked up above.
`Fc1ccc(CN2C3=NCCCN3c3ccccc32)cc1` – TRPML3 ag: 1.1
`Cc1ccccc1OCc1nc2ccccc2c(=O)n1/N=C/c1cn[nH]c1-c1ccc(Br)cc1` – BaF3 tox: 3.1

Hits appear at their usual frequency. Share with any hit: about 6.8%.
